# Screening data (PubChem BioAssay)
# BoNT A protease – BoNT/A light chain protease inhibitors, primary screen, biochemical, flow cytometry, MLPCN library; Botulinum neurotoxin type A light chain protease (Clostridium botulinum A str. ATCC 3502); multiplex microsphere protease substrate cleavage; inhibition, % at 10 µM; 0.17% of 360,000 active; further: plate controls were buffer without enzyme for full effect and enzyme alone for no effect
# Y pestis TopoI – Yersinia pestis topoisomerase I inhibitors, primary screen, biochemical, cleavage product accumulation, plate reader, single point; AID 504884, 2011; activity, % at 10 µM; DNA topoisomerase I (Yersinia pestis CO92); 0.064% of 360,000 active; Y. pestis Topo-I cleavage product accumulation; in the data active means activity above about 50%, passing the limit was not always enough; inconclusive means no clear call, values can overlap the other calls; further: inactives centre near 2
# Anthrax LF prot – Bacillus anthracis LF protease inhibitors, primary screen, biochemical, multiplex microsphere, MLPCN library. Lethal factor (Bacillus anthracis), P15917. multiplex microsphere protease cleavage assay. inhibition, % at 10 µM. 0.12% of 360,000 active; further: plate controls were buffer without enzyme for full effect and enzyme alone for no effect
# Target sequence (P15917 whole entry, looked up): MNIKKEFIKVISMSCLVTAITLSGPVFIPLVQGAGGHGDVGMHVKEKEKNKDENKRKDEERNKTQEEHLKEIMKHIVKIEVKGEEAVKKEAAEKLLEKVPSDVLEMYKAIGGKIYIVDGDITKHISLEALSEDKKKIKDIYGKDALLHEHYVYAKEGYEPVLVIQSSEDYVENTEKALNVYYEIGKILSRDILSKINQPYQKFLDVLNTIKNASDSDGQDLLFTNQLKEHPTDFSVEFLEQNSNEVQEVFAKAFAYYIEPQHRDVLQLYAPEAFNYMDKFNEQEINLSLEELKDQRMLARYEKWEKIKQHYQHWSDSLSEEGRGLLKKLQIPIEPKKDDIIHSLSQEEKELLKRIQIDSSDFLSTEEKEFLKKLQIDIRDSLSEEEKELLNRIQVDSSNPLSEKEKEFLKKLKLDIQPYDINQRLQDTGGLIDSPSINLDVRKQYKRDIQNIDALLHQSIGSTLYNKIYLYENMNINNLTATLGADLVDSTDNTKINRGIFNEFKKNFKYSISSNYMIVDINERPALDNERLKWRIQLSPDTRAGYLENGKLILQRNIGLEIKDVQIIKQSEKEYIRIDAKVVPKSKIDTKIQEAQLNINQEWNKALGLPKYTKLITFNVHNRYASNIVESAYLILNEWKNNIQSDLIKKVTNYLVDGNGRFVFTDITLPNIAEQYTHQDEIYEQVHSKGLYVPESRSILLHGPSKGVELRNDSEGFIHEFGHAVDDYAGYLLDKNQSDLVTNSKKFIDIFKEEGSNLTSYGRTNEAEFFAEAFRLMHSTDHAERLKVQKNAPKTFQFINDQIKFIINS
# PriA SSB inh – inhibitors of Klebsiella pneumoniae PriA binding to SSB C-terminal tail, primary screen, biochemical, AlphaScreen. PriA–SSB C-terminal tail interaction (Klebsiella pneumoniae). AlphaScreen SSBct-PriA binding, biotinylated peptide. inhibition, % at 33 µM. 0.6% of 430,000 active. AID 1272365, 2023; in the data active means inhibition mostly above about 37%, no sharp cut-off; inactive means mostly below about 20%;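 further: plate controls were negative control peptide for no effect and reference peptide for full effect; strong numbers were not always called active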
# TcdB GH inh – TcdB glycohydrolase inhibitors, primary screen, biochemical, single point, plate reader; Toxin B (Clostridioides difficile), P18177; TcdB glycohydrolase enzymatic assay; inhibition, % at 9.99 µM; 0.24% of 350,000 active; in the data active means inhibition above about 10%
# CCHF vOTU inh – CCHFV vOTU protease inhibitors, primary screen, biochemical, Pep-AMC substrate, fluorescence | inhibition, % at 11.5 µM | 0.55% of 370,000 active; in the data active means inhibition above about 30%; further: 0% = vehicle wells with enzyme and 100% = no enzyme wells
# DUSP3 inh – VHR1 phosphatase inhibitors, primary screen, biochemical, absorbance, uHTS; Dual specificity protein phosphatase 3 (Homo sapiens), P51452; inhibition, % at 13.3 µM; recombinant VHR phosphatase, pNPP absorbance; 0.52% of 290,000 active; in the data active means inhibition above about 50%; further: some compounds called inactive have numbers as strong as hits
# SARS 3CLpro inh – SARS-CoV 3CLpro protease inhibitors, primary screen, biochemical, quenched FRET | Replicase polyprotein 1ab (Severe acute respiratory syndrome coronavirus), P0C6X7 | recombinant SARS-CoV 3CLpro, quenched FRET peptide cleavage | inhibition, % at 6 µM | 0.14% of 290,000 active; in the data active means inhibition above about 12%
# PfHsp40 rescue – rescue of yeast from PfHsp40 toxicity, primary screen, S. cerevisiae, ATP luminescence. S. cerevisiae expressing PfHsp40, growth rescue. growth rescue, % at 12.5 µM. 0.68% of 340,000 active. AID 504582, 2011; in the data active means growth rescue above about 28%, passing the limit was not always enough; inconclusive means no clear call, values can overlap the other calls;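 further: yeast W303a lacking pdr1 and pdr3 grown in galactose medium; growth measured after three days at 30 °C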
# BH1578 lux ind – inducers of Vibrio cholerae quorum light production without autoinducers, primary screen, BH1578 luxS cqsA deficient, single point | activation, % at 18.7 µM | 0.16% of 350,000 active | AID 588436, 2011 | V. cholerae BH1578 lux reporter, luminescence, 6 h; in the data active means activation mostly above about 9.7%, no sharp cut-off; inconclusive means no clear call, values can overlap the other calls; inactive means mostly below about 3.7%; further: not every result past the cut was called active; inactives centre near 0; reference of the scale not given here
# Numbers without * were called inactive; i = inactive; ? = inconclusive; . = not tested or not shown. Unless noted, no stated cut-off is given here; in the data, active means inhibition above about 30%; inconclusive means no clear call, values can overlap the other calls; inactive means below that.
# The first 11 compounds, to show the layout:
nr	smiles	BH1578 lux ind	SARS 3CLpro inh	CCHF vOTU inh	DUSP3 inh	PriA SSB inh
1	Cc1ccc(C(C)C)c(OCC(=O)NC2CCN(C)CC2)c1	i	2	-11	24	-10
2	COc1ccc(N(CC(=O)NCCC2=CCCCC2)S(=O)(=O)c2ccccc2F)cc1	-0.5	1	-5	-17	-10
3	COc1ccc(C(=O)OCC(=O)Nc2cc(C)on2)c(OC)c1OC	-0.2	-2	-14	-8	-2
4	c1ccc(Nc2nc(NCCN3CCOCC3)nc(Nc3ccccc3)n2)cc1	-1.1	0	-1	-2	6
5	C#CCSc1nnc(-c2c[nH]c3ccccc23)n1C	-0.4	-1	-1	2	1
6	CCOC(=O)C1=C(COC(=O)c2ccccc2OC(F)F)NC(=O)NC1C (stereo not given)	i	.	-7	.	-6
7	O=C1NC(=S)N(c2ccc(Br)cc2)C(=O)/C1=C/N1CCN(C(=O)c2ccco2)CC1	-0.2	1	-10	30	3
8	NC(=O)C1CCN(c2nc(-c3ccccc3-c3ccccc3)cs2)CC1	1.4	.	3	.	-17
9	O=C(NCC1CCCC(CNC(=O)N2CCc3ccccc32)C1)N1CCc2ccccc21 (stereo not given)	i	2	-12	-18	-1
10	CC(C)NC(=S)NN=C1CCC(c2ccccc2)CC1 (stereo not given)	-0.1	0	-4	14	-9

nr	TcdB GH inh	PfHsp40 rescue	Y pestis TopoI	BoNT A protease	Anthrax LF prot
1	2.6	-1.0	-3	0.9	3
2	0.1	0.5	40	-1.3	-6
3	-0.8	-0.1	6	-0.3	-3
4	1.2	-0.8	-3	2.9	1
5	0.5	-2.1	-5	-0.9	-9
6	0.3	-1.1	-3	-1.3	0
7	1.1	0.2	17	2.1	3
8	-0.5	-0.3	33	0.1	-10
9	.	6.4	20	0.5	-4
10	-0.6	-0.5	-2	-0.2	0

nr	smiles	BH1578 lux ind	SARS 3CLpro inh	CCHF vOTU inh	DUSP3 inh	PriA SSB inh
11	O=C(NCc1cccs1)C1CCCN1C(=O)Nc1ccccc1[N+](=O)[O-] (stereo not given)	-0.5	6	-5	17	2

nr	TcdB GH inh	PfHsp40 rescue	Y pestis TopoI	BoNT A protease	Anthrax LF prot
11	0.2	-2.0	6	-0.6	-11

# The whole of this part, previewed entries included:
nr	smiles	BH1578 lux ind	SARS 3CLpro inh	CCHF vOTU inh	DUSP3 inh	PriA SSB inh
1	Cc1ccc(C(C)C)c(OCC(=O)NC2CCN(C)CC2)c1	i	2	-11	24	-10
2	COc1ccc(N(CC(=O)NCCC2=CCCCC2)S(=O)(=O)c2ccccc2F)cc1	-0.5	1	-5	-17	-10
3	COc1ccc(C(=O)OCC(=O)Nc2cc(C)on2)c(OC)c1OC	-0.2	-2	-14	-8	-2
4	c1ccc(Nc2nc(NCCN3CCOCC3)nc(Nc3ccccc3)n2)cc1	-1.1	0	-1	-2	6
5	C#CCSc1nnc(-c2c[nH]c3ccccc23)n1C	-0.4	-1	-1	2	1
6	CCOC(=O)C1=C(COC(=O)c2ccccc2OC(F)F)NC(=O)NC1C (stereo not given)	i	.	-7	.	-6
7	O=C1NC(=S)N(c2ccc(Br)cc2)C(=O)/C1=C/N1CCN(C(=O)c2ccco2)CC1	-0.2	1	-10	30	3
8	NC(=O)C1CCN(c2nc(-c3ccccc3-c3ccccc3)cs2)CC1	1.4	.	3	.	-17

nr	TcdB GH inh	PfHsp40 rescue	Y pestis TopoI	BoNT A protease	Anthrax LF prot
1	2.6	-1.0	-3	0.9	3
2	0.1	0.5	40	-1.3	-6
3	-0.8	-0.1	6	-0.3	-3
4	1.2	-0.8	-3	2.9	1
5	0.5	-2.1	-5	-0.9	-9
6	0.3	-1.1	-3	-1.3	0
7	1.1	0.2	17	2.1	3
8	-0.5	-0.3	33	0.1	-10

# Going on with the list.
nr	smiles	BH1578 lux ind	SARS 3CLpro inh	CCHF vOTU inh	DUSP3 inh	PriA SSB inh
9	O=C(NCC1CCCC(CNC(=O)N2CCc3ccccc32)C1)N1CCc2ccccc21 (stereo not given)	i	2	-12	-18	-1
10	CC(C)NC(=S)NN=C1CCC(c2ccccc2)CC1 (stereo not given)	-0.1	0	-4	14	-9
11	O=C(NCc1cccs1)C1CCCN1C(=O)Nc1ccccc1[N+](=O)[O-] (stereo not given)	-0.5	6	-5	17	2
12	CCCCCCc1cc2cc(C(=O)OCC)c(=O)oc2cc1O	i	-1	10	-5	-7
13	COC(=O)c1ccc(NC(=S)N2CCCC2)cc1	-0.9	1	0	22	-13
14	Cc1ccc(NC(=O)N2N=C(c3ccc(F)cc3)CC2c2ccc(F)cc2)cc1 (stereo not given)	i	-2	3	-2	-11
15	O=C(Nc1ccccc1F)c1ccc(CN2CCc3ccccc3C2)cc1	-0.7	-3	-7	0	3
16	COC(=O)/C(C#N)=C/c1ccc(OC(=O)c2ccccn2)cc1	3.3	5	4	5	60

nr	TcdB GH inh	PfHsp40 rescue	Y pestis TopoI	BoNT A protease	Anthrax LF prot
9	.	6.4	20	0.5	-4
10	-0.6	-0.5	-2	-0.2	0
11	0.2	-2.0	6	-0.6	-11
12	1.1	-0.6	4	1.3	3
13	-0.4	-3.0	-6	-0.6	-4
14	1.3	0.8	7	1.1	-1
15	1.1	-1.1	15	-5.0	17
16	0.3	-1.1	-3	-0.2	0

# (listing goes on)
nr	smiles	BH1578 lux ind	SARS 3CLpro inh	CCHF vOTU inh	DUSP3 inh	PriA SSB inh
17	C=CCOc1ccc(/C=N/NC(=O)C(C)Sc2ccccn2)cc1OCC (stereo not given)	1.6	1	9	4	.
18	COc1ccc(N=Nc2cc(C)ccc2O)cc1	-0.2	2	-5	-2	77*
19	NC(=O)c1cccc(-c2ccnc3c2CC(C(=O)Nc2cccc(C(F)(F)F)c2)O3)c1 (stereo not given)	i	.	3	.	.
20	S=C(Nc1ccc(Cl)cc1)NC1CC2CCC(C1)N2Cc1ccccc1 (stereo not given)	-0.6	-3	-4	8	5
21	Cc1ccc(C(=O)CSc2cc(C)nc(SCC(=O)c3ccccc3)n2)cc1	i	1	1	6	-23
22	O=C(N[C@@H]1C/C=C\C[C@@H](CC(=O)N(CCO)Cc2ccccc2)C(=O)N[C@@H](c2ccccc2)COC1=O)OCC1c2ccccc2-c2ccccc21	-5.9	.	-3	.	-2
23	Cc1ccc(C)c(NC(=O)CSc2nnc(C3CCCCC3)o2)c1	-2.1	-2	-15	17	0
24	COCCSc1nnc(NC(=O)c2ccc(NC(=O)C(C)C)cc2)s1	-1.3	5	8	16	-14
25	CCN(CC)S(=O)(=O)c1ccc(C)c(NC(=O)COC(=O)CNC(=O)c2ccc(C(C)(C)C)cc2)c1	-3.3	5	26	7	-1

nr	TcdB GH inh	PfHsp40 rescue	Y pestis TopoI	BoNT A protease	Anthrax LF prot
17	-0.1	3.2	-4	-0.8	-1
18	0.5	0.0	8	-0.2	1
19	1.5	.	-15	-0.2	-8
20	1.3	3.3	-6	-2.6	-3
21	.	-0.4	?	-0.1	-5
22	0.4	-0.8	20	0.3	-6
23	1.0	11	-5	-0.6	0
24	1.2	0.6	2	-0.2	4
25	-0.1	1.7	3	-1.4	-4

# Some of the compounds tested (hit frequency here may not be typical).
